# Screens deposited in PubChem BioAssay by Broad Institute.
# CAL PDZ FP-1: untagged CAL PDZ binding inhibitors, primary screen, biochemical, fluorescence polarization, HTS; purified CAL PDZ, TMR-peptide fluorescence polarization, 1 h; inhibition, % at 24.9 µM; 0.92% of 300,000 active; AID 602252, 2012;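 active = mean inhibition of at least 30% with at least half of replicates also reaching 30%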;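 also: 0% = DMSO neutral control and 100% = excess unlabeled competitor peptide PRC23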
# MITF act: activators of MITF-driven TRPM1 promoter reporter, primary screen, cell-based, SK-MEL-5, luciferase, single point; 0.75% of 300,000 active; SK-MEL-5 TRPM1-promoter luciferase, 24 h; % of positive control, neutral wells = 0; activation, % at 12.5 µM;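 active = mean activation of at least 80% with every replicate also reaching 80%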;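 also: 0% = neutral control wells and 100% = parthenolide positive control wells; values of inactives mirror those of a sister screen read the other way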
# CAL PDZ FP-2: CAL PDZ peptide-binding inhibitors, primary screen, biochemical, fluorescence polarization, Cer-tagged CAL PDZ, HTS. Golgi-associated PDZ and coiled-coil motif-containing protein (Homo sapiens), Q9HD26. purified CAL PDZ, TMR-peptide fluorescence polarization, 1 h. inhibition, % at 20 µM. 0.02% of 330,000 active. AID 504414, 2011;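 active = highest replicate inhibition of at least 40%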;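 also: plate controls were DMSO neutral control wells for no effect and unlabeled competitor peptide control wells for full effect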
#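 Assay system – tagged CAL PDZ protein CerCALP, purified · Timing – 1 h at RT · Compound – single point, 20 µM · Measured by – fluorescence polarization from S- and P-plane intensities, G-factor corrected · Evaluation – inhibition from polarization loss · Probe or stimulus – TMR reporter peptide T*-PRC34 · Buffer or medium – pH 7.4 phosphate-saline buffer, reducing agent, detergent, IgG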
# SR-BI DiI inh: inhibitors of SR-BI mediated HDL lipid uptake, primary screen, ldlA[mSR-BI] cells, fluorescence, single point | 0.96% of 320,000 active | AID 488896, 2010 | ldlA[mSR-BI] CHO cells, DiI-HDL uptake fluorescence, 3 h | Scavenger receptor class B member 1 (Mus musculus), Q61009 | inhibition, % at 12.5 µM;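 active = mean replicate inhibition of at least 70% and a set share of replicates each scoring 70 or more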;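 also: 0% = median of neutral control wells and 100% = median of positive control wells; values of inactives mirror those of a sister screen read the other way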
# Target sequence (Q61009 whole entry, looked up): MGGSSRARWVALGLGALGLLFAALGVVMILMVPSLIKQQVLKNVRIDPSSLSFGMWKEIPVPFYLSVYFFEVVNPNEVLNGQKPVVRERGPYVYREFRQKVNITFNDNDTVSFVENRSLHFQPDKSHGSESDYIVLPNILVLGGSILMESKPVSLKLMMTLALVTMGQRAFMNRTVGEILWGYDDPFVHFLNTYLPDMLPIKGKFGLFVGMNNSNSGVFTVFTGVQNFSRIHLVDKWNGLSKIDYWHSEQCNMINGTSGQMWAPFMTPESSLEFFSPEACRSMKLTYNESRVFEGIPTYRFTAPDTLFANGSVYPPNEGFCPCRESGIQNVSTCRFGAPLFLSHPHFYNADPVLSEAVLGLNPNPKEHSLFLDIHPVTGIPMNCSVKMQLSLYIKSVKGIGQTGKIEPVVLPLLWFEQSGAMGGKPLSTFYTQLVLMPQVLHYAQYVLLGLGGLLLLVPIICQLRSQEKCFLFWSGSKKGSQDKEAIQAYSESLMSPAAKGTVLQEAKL
# PvdQ inh: P. aeruginosa PvdQ acylase inhibitors, primary screen, biochemical, fluorescence, plate reader and imaging, single point | purified PvdQ acylase | inhibition, % at 10 µM | 0.063% of 340,000 active | AID 488965, 2010; in the data active = inhibition above about 30%, passing the limit was not always enough;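 also: 0% = vehicle neutral wells and 100% = reference inhibitor wells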
# dFosB act: activators of delta FosB homodimer, primary screen, biochemical, fluorescence polarization, TAMRA-CDK5 oligo, single point | purified delta FosB; percent of positive-control signal above neutral wells | Protein FosB (Mus musculus), P13346 | 0.99% of 340,000 active | activation, % at 25 µM;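 active = mean activation above about 17%, with every replicate also reaching it, limit read from the data, passing the limit was not always enough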;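 also: fluorescence polarization rise as delta FosB binds a TAMRA Cdk5 AP-1 oligo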
# Rtt109 Vps75: inhibitors of C. albicans Rtt109/Vps75 HAT, primary screen, biochemical, ThioGlo CoA-SH fluorescence, plate reader; 0.16% of 330,000 active; purified Rtt109/Vps75, 4 h; inhibition, % at 34.9 µM; AID 540336, 2011;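 active = inhibition of at least 50% in every replicate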
# Target sequence (Q5AAJ8 whole entry, looked up): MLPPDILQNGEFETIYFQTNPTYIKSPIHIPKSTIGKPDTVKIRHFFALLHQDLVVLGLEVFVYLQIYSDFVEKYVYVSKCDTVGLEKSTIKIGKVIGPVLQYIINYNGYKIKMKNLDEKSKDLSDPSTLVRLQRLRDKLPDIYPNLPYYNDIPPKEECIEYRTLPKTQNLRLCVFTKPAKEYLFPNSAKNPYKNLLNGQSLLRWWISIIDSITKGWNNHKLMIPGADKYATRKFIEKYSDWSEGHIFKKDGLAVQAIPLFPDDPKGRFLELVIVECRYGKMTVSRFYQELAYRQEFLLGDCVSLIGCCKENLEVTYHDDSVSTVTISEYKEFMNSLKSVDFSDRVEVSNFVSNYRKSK
# PfHsp90 set2: growth inhibition of PfHsp90-expressing yeast, primary screen, antimalarial PfHsp90 inhibitor project, S. cerevisiae, BacTiter-Glo luminescence, single point, set 2. 0.32% of 310,000 active. inhibition, % at 9.4 µM. BacTiter-Glo ATP, 48 h; yeast lacking PDR1 and PDR3 efflux regulators;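 active = every replicate shows inhibition above about 80%, whatever the replicate mean, limit read from the data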;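 also: 0% = DMSO neutral controls and 100% = 20 µM radicicol positive controls; yeast relying on Plasmodium falciparum Hsp90 in place of its own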
# SR-BI DiI-HDL act: activators of SR-BI mediated DiI-HDL uptake, primary screen, ldlA[mSR-BI] CHO cells, DiI fluorescence. AID 504775, 2011. 3 h; 100 = double the neutral-control signal. activation, % at 12.5 µM. 0.096% of 320,000 active;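 active = mean replicate activation of at least 60% and every replicate at or above 60%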;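 also: 0% = median plate neutral-control signal and 100% = twice that signal; values of inactives mirror those of a sister screen read the other way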
#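 Test system: SR-BI-overexpressing, LDLR-lacking CHO cells; Also added: labelled HDL, 10 µg/mL; Measured by: bottom-read cell fluorescence after medium removal, ex 550/em 595 nm; Timing: 3 h uptake period with compound, 37 °C; Buffer or medium: F12, 0.5% BSA, 25 mM HEPES; Doses: single compound concentration, delivered by pin transfer.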
# NSD2 inh: NSD2 histone methyltransferase inhibitors, primary screen, biochemical, AlphaScreen, single concentration, set 2 | NSD2 peptide methylation, 120 min | Histone-lysine N-methyltransferase NSD2 (Homo sapiens), O96028 | 0.54% of 310,000 active | inhibition, % at 12.5 µM | AID 743445, 2014; in the data active = inhibition above about 50%
# Starred values were filed as active, the others as inactive; nt = not tested or not shown.
SMILES,CAL PDZ FP-1,MITF act,CAL PDZ FP-2,SR-BI DiI inh,PvdQ inh,dFosB act,Rtt109 Vps75,PfHsp90 set2,SR-BI DiI-HDL act,NSD2 inh
COCCOc1nc2c(c(=O)n(C)c(=O)n2C)n1CCc1ccccc1,-1,4,-2.5,-2,-10,-7,-5,0,2,-3
CC(=O)N(CCCCN1C(=O)c2ccccc2C1=O)c1ccc(C)cc1,1,0,-2.8,-12,-8,-5,-3,-9,12,-1
COCCN(C(=O)CNC(=O)c1ccco1)C(C(=O)NC1CCCC1)c1ccccc1 (configuration not stated),-6,-3,-2.4,nt,-12,0,-1,9,nt,3
O=C(NNc1ccc([N+](=O)[O-])cc1)c1ccco1,2,-3,-2.0,8,-10,0,8,39,nt,8
O=C(Cn1nc(-c2ccccc2)oc1=O)OCC(=O)c1ccc(F)c(F)c1,11,nt,-0.7,-9,-6,2,7,-9,9,-1
CCCCN(CCCC)CCNC(=O)c1cn(CC)c2ccc(S(=O)(=O)N3CCCC3)cc2c1=O,-2,13,-1.5,-8,-4,2,2,-1,8,0
O=C(CNC(=O)c1cc2c(n(-c3ccccc3)c1=O)CCCC2=O)c1ccccc1,0,15,-3.5,-16,6,11,-4,19,16,-1
Cc1sc(-c2ccncc2)nc1OC(=O)c1ccc(Cl)cc1,0,-8,-1.4,5,-11,-3,-8,18,-5,-2
CC(=O)c1ccccc1NC(=O)COC(=O)c1cc(C)oc1C,5,11,0.4,0,-9,-2,-4,1,0,-1
CCN(CC)CCCOc1ccc(C)cc1Br,3,3,-1.4,4,-9,2,-14,11,-4,21
CC(C)(C)C1CCc2c(sc3ncn(N)c(=N)c23)C1 (configuration not stated),3,13,-0.3,nt,4,1,10,4,nt,nt
O=C(COc1ccccc1[N+](=O)[O-])NCC1(N2CCOCC2)CCCCC1,nt,5,-0.7,-4,-3,3,8,6,4,19
O=C(NC(=S)Nc1nc2c(s1)CSc1ccccc1-2)c1ccccc1,1,-15,nt,-5,5,5,9,-4,5,0
Cc1ccc(CN2CCN(/N=C/c3ccc(C)s3)CC2)c(C)c1,-4,0,-0.3,-14,-10,-4,6,-10,14,-1
CC(=O)NS(=O)(=O)c1cccnc1Nc1ccc(Cl)cc1,-1,5,0.4,-14,9,-3,-2,7,14,0
Cc1cc(C)c2nc(SCC(=O)N3CCCCC3)c(C#N)cc2c1,2,0,-0.3,0,-17,4,-1,17,0,nt
CCOc1cc(/C=C2\CCC/C(=C\c3cc(Cl)c(O)c(OCC)c3)C2=O)cc(Cl)c1O,-1,-69,-1.5,60,-2,-6,-7,nt,-60,nt
CCCCNC(=O)CCn1nc(-c2ccc(Cl)cc2)ccc1=O,-3,-13,-2.2,7,3,-4,nt,1,-7,-1
COc1ccc(NS(=O)(=O)c2cccc(C(=O)NCC(c3ccco3)N3CCCC3)c2)cc1 (configuration not stated),-2,-3,-1.2,5,-12,-7,-3,3,-5,0
CC(C)(CN=C1NS(=O)(=O)c2ccccc21)CNC(=O)c1ccccc1,5,4,-2.7,-30,-11,-12,1,20,nt,-2
Cc1ccc(C2C(C#N)=C(N)OC3=C2C(=O)CC(C)(C)C3)s1 (configuration not stated),-1,11,-2.7,-13,1,-2,3,-33,13,-4
O=C1C=C(NCc2ccccc2)c2ccccc2C1=O,-7,-104,1.2,10,-6,2,-5,-2,-10,140*
CCOc1cccc2sc(N(CCCN(C)C)C(=O)Cc3ccccc3)nc12,-1,-14,-1.9,nt,-3,-1,30,5,nt,1
COc1ccc(OC)c(NC(=S)NN2CCOCC2)c1,nt,nt,-0.7,-4,14,-4,0,-18,4,-2
O=C(O)CC(SCC(=O)Nc1ccc(Cl)c(S(=O)(=O)N2CCOCC2)c1)C(=O)O (configuration not stated),-7,2,-8.4,nt,-9,-11,-9,20,nt,4
CC(=O)NS(=O)(=O)c1ccc(N=c2ssc3c2-c2ccc(C)cc2NC3(C)C)cc1,-4,1,-0.7,-9,-21,-5,-1,12,9,-7
Nc1nc(SCC(=O)Nc2cc(Cl)c(Cl)cc2Cl)n[nH]1,nt,6,-0.2,-4,-18,0,2,nt,4,1
COc1cc2cc(CCCOC(=O)c3cc(OC)c(OC)c(OC)c3)oc(=O)c2cc1OC,-3,12,-0.3,21,-11,-15,-1,1,-21,nt
CSc1ccc(C2c3[nH]c4ccccc4c3CCN2C(=O)c2ccnn2C)cc1 (configuration not stated),3,31,0.6,7,4,-6,-8,2,-7,2
COc1cc(NC(=O)c2c(Cl)cnn2C)c(OC)cc1Cl,-4,-5,-1.9,68,-17,1,nt,-30,-68,-2
CCN(CC(=O)Nc1c(F)cccc1F)C(=O)c1ccc(Cl)c(S(=O)(=O)N2CCCCC2)c1,nt,-1,-2.7,-4,-7,-13,4,8,4,-1
O=C(CSc1nc2ccccc2[nH]1)Nc1c(F)cccc1F,0,-1,-2.5,nt,9,-1,5,-9,nt,0
Cc1cc(C(F)(F)F)n2nc(-c3cnn(C)c3C(F)(F)F)c(Cl)c2n1,-5,nt,-2.3,-15,-15,-12,-3,-4,15,0
Cc1ccc(S(=O)(=O)N2CCN(CC(=O)Nc3ccnn3C3CCCC3)CC2)cc1,-5,3,0.3,-6,-6,2,2,nt,6,7
O=C(c1ccc(-c2ccc(Cl)cc2Cl)o1)N1CCOCC1,1,147*,-3.0,nt,-17,-13,7,-4,nt,4
N#CCSc1nnc(-c2c[nH]c3ccccc23)o1,-4,1,-3.5,15,-16,4,-5,-2,-15,0
COc1ccc(C2C=C(C34CC5CC(CC(C5)C3)C4)NC(=S)N2)cc1OC (configuration not stated),-3,-1,-2.5,50,-5,-12,-3,-36,-50,14
COc1ccc(OC)c(NC(=O)CN2C(=O)NC(C)(c3ccc4c(c3)OCCO4)C2=O)c1 (configuration not stated),nt,0,0.5,-13,-12,-9,1,-15,13,4
Cc1ccc(/C=N/n2c(C)nnc2C)s1,2,8,0.5,-9,-5,2,-6,2,9,5
Cc1cccc(C(=O)OC2CCCN(C)C2)c1C (configuration not stated),13,4,-2.3,1,-3,-5,4,21,-1,1

# Shown as a hit in MITF act, among the entries above:
smiles | CAL PDZ FP-1 | MITF act | CAL PDZ FP-2 | SR-BI DiI inh | PvdQ inh | dFosB act | Rtt109 Vps75 | SR-BI DiI-HDL act | NSD2 inh
O=C(c1ccc(-c2ccc(Cl)cc2Cl)o1)N1CCOCC1 | 1 | 147* | -3.0 | nt | -17 | -13 | 7 | nt | 4

# Compound profiles (already shown):
# Record of `Cc1ccc(/C=N/n2c(C)nnc2C)s1` : CAL PDZ FP-1: 2; MITF act: 8; CAL PDZ FP-2: 0.5; SR-BI DiI inh: -9; PvdQ inh: -5; dFosB act: 2; Rtt109 Vps75: -6; PfHsp90 set2: 2; SR-BI DiI-HDL act: 9; NSD2 inh: 5
# Record of `Cc1ccc(CN2CCN(/N=C/c3ccc(C)s3)CC2)c(C)c1` : CAL PDZ FP-1: -4; MITF act: 0; CAL PDZ FP-2: -0.3; SR-BI DiI inh: -14; PvdQ inh: -10; dFosB act: -4; Rtt109 Vps75: 6; PfHsp90 set2: -10; SR-BI DiI-HDL act: 14; NSD2 inh: -1
# Record of `CC(C)(CN=C1NS(=O)(=O)c2ccccc21)CNC(=O)c1ccccc1` : CAL PDZ FP-1: 5; MITF act: 4; CAL PDZ FP-2: -2.7; SR-BI DiI inh: -30; PvdQ inh: -11; dFosB act: -12; Rtt109 Vps75: 1; PfHsp90 set2: 20; SR-BI DiI-HDL act: nt; NSD2 inh: -2

# The list continues.
SMILES,CAL PDZ FP-1,MITF act,CAL PDZ FP-2,SR-BI DiI inh,PvdQ inh,dFosB act,Rtt109 Vps75,PfHsp90 set2,SR-BI DiI-HDL act,NSD2 inh
COc1cccc(C(=O)N2c3cc(C)ccc3OCC2C(C)(C)C)c1 (configuration not stated),-3,13,0.2,-3,-1,4,0,-1,3,-3
COc1ccccc1OCCCOc1ccc(/C=C2\SC(=O)NC2=O)cc1OC,-5,6,-0.4,-6,-4,-4,2,-1,6,2
O=C1CCc2cc(S(=O)(=O)N3CCC(C(=O)NC4CCCCCCC4)CC3)ccc2N1,nt,11,-0.9,-1,-17,2,3,-30,1,nt
CCOC(=O)C=C1CCN(c2ncc(C(F)(F)F)cc2Cl)CC1,-3,nt,-3.2,-1,-8,3,-4,-1,1,-3
O=C(O)c1cccc2cccnc12,-6,nt,-0.6,-10,-13,0,-3,4,10,-4
CCCOc1ccccc1Cn1c(=O)oc2ccc(C)cc21,-2,-6,1.5,16,-18,1,-1,-21,nt,-1
CC(=O)C1CCC2C3CCC4=CC(=O)C=CC4(C)C3CCC12C (configuration not stated),-6,-5,-0.6,14,-9,-18,-1,15,-14,-7
O=Cc1ccc(OC(=O)C2CC(=O)N(c3ccc(F)cc3)C2)cc1 (configuration not stated),0,nt,-1.2,nt,-11,-3,0,25,nt,125*
CCN(CC)c1ccc(C(=O)N/N=C(\C)c2ccc(O)cc2)cc1,-3,-10,-3.7,20,-6,-7,-17,8,-20,0
